SENP8 inh: SENP8 (human) protease inhibition; recombinant SENP8, Nedd8 substrate fluorescence; Q96LD8; 0.64% of 360,000 active; AID 602440; inhibition, % at 20 µM; in the data active = inhibition mostly above about 40%, no sharp cut-off; inactive = mostly below about 27%
Target sequence (Q96LD8 whole entry, looked up): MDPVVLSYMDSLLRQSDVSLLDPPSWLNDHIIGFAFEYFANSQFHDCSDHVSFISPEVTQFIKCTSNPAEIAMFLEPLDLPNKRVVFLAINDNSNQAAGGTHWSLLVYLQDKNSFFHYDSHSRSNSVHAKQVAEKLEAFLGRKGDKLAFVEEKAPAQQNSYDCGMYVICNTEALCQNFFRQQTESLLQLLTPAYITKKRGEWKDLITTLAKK
SENP1 FRET inh: inhibitors of human SENP1 SUMO protease catalytic domain | 0.21% of 360,000 active | AID 624204 | recombinant SENP1 catalytic domain, CyPet-SUMO1-YPet FRET cleavage | inhibition, % at 10 µM | Q9P0U3;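 active = inhibition at least 30% at 10 µM, raw YFP signal under a set limit, fluorescence ratio 0.5 to 1.5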;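 also: 0% = enzyme with DMSO and 100% = no enzyme wells; some results filed as inactive read as strong as hits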
Target sequence (Q9P0U3 419-644 limits assumed): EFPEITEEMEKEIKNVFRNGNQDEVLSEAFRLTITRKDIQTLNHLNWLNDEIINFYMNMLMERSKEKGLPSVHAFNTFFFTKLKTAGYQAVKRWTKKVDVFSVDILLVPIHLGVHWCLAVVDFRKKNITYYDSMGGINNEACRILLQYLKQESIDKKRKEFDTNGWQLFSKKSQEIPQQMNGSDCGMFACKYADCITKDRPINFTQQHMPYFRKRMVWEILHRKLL
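Test system: recombinant human SENP1 catalytic domain, His6-tagged / Medium: pH 8 Tris buffer with EDTA, NaCl, BME, BSA, NP40, catalase / Also added: SUMO1 FRET substrate flanked by Cypet and Ypet, 25 nM / Times: 50 min reaction at room temperature / Signal: FRET, CFP and YFP emission / Control set: no-enzyme low control and enzyme-plus-DMSO high control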
* = called active by the depositor; i = inactive. These rows are one share of the data, so the mix of outcomes need not match the whole.

SMILES | SENP8 inh | SENP1 FRET inh
Cc1ccc(S(=O)(=O)NC(=O)C2(C)CCN2C(=O)c2ccccc2)nc1 (stereo not drawn) | 12.2 | -2.2
CC(=O)C1=CCC(c2ccc(C)o2)N(S(=O)(=O)c2ccc(C)cc2)C1 (stereo not drawn) | 17.6 | 1.4
COC(=O)c1ccc2nc(-c3ccc(C#N)cc3)c(Cc3cccc(Cl)c3)n2c1 | -389.0 | -7.8
COc1cc(CNc2ncnc3c2ncn3[C@H]2CN(Cc3ccc(-c4ccccc4)cc3)C[C@@H](CO)O2)cc(OC)c1OC | 11.2 | 0.3
CC1(C(=O)NS(=O)(=O)c2ccc(C#N)cc2)CCN1C(=O)CC1CCCC1 (stereo not drawn) | 15.8 | -0.4
Cc1cccc(C)c1NC(=O)C(c1ccnc2ccccc12)N1CCN(CCN(C)C)CC1 (stereo not drawn) | 8.6 | 1.1
Clc1ccc(CSc2nnc(-c3ccccn3)n2Cc2ccco2)cc1Cl | -262.1 | 0.7
Cc1ccc(S(=O)(=O)N2C[C@H]3[C@H]4C(=O)N(c5ccccc5)C(=O)[C@H]4CC(=O)[C@H]3[C@@H]2c2ccccc2F)cc1 | 49.7* | -9.9
Cc1cccc(S(=O)(=O)NC(=O)C2(C)CCN2C(=O)Cc2ccsc2)c1 (stereo not drawn) | 14.7 | 3.2
CC1(Cc2ccccc2OC(F)(F)F)C(=O)Nc2c(Cl)ccc(Cl)c21 (stereo not drawn) | -1.3 | 0.0
COc1ccc(NC(=O)C2Cc3c(-c4ccc5c(c4)OCO5)ccnc3O2)cc1 (stereo not drawn) | -57.7 | -1.1
CCCCNC(=O)C1(C)CCCCN1C(=O)c1oc2ccccc2c1C (stereo not drawn) | 7.4 | 2.0
COc1cc(-c2cc3nc(NC4CCCCC4)ccn3n2)cc(OC)c1OC | i | 1.8
CCCCNC(=O)C[C@@H]1C[C@@]2(C(=O)OCC)CCCC=C2N(CCC2=CCCCC2)C1=O | 19.2 | 1.7
CCCCNC(=O)c1nc(-c2ccc(C(F)(F)F)cc2)oc1-c1ccccc1 | -350.5 | 2.2
CC(=O)Nc1cccc(-c2ccnc3c2CC(C(=O)NCCN(C)C)O3)c1 (stereo not drawn) | -0.8 | -2.6
Cc1ccc(Cc2c(-c3ccco3)nc3ccc(Cl)cn23)cc1 | -60.9 | -9.8
O=C(NCc1ccccc1)C(c1ccc(C(F)(F)F)cc1)N1CCN(CCN2CCOCC2)CC1 (stereo not drawn) | 12.6 | 3.8
COCC(=O)N1C[C@@H](C)[C@@H](OC)CN(C)C(=O)c2ccc(NC(=O)c3cnccn3)cc2OC[C@H]1C | 18.9 | 0.2
O=C(c1cc(C2CCCCN2C(=O)OCCF)on1)N1CCOCC1 (stereo not drawn) | 14.4 | -0.4
CC(=O)NCCNc1nc2cc(-c3cscc3C)sc2c(=O)n1C | -64.2 | -3.0
O=C1NC[C@@H](CCCCN2CCN(CCC3CCCCC3)C(=O)C2=O)N(CC2CCCCC2)C1=O | 6.5 | 1.3
O=C(NCc1cccc(Cl)c1)c1ccc(-c2ccc(F)c(F)c2)c2ccoc12 | 5.0 | 0.6
CC(C)C[C@H]1CN(CCCC[C@H]2CNC(=O)C(=O)N2CC2CCCCC2)C(=O)C(=O)N1CCC1CCCCC1 | 7.0 | 2.6
C=Cc1ccc(Cn2c(C)c(C(=O)NCc3ccc4c(c3)OCO4)sc2=O)cc1 | -1.5 | 5.9
O=C(c1[nH]c(C(F)(F)F)nc1-c1ccccc1)N1CCN(c2c(Cl)cncc2Cl)CC1 | 30.4 | 2.0
Nc1ncc(-c2ccc(-c3ccccc3)cc2F)cc1-c1ccccc1F | i | 0.4
CC(C)(C)c1ccc(CC(=O)N2CCC2(C)C(=O)NS(=O)(=O)c2ccc(Cl)cc2)cc1 (stereo not drawn) | 3.0 | 0.8
O=C(Nc1ccccc1Cl)c1cc(C2CCCN(C(=O)c3cccc(O)c3)C2)on1 (stereo not drawn) | 9.8 | 0.4
Cc1ccc(C(c2nc3ccccc3[nH]2)n2c(-c3ccccc3)nc3ccccc32)cc1 (stereo not drawn) | -371.7 | -4.1
CCOC1=C2[C@@H](CN(S(=O)(=O)c3ccccc3C)[C@H]2c2ccc(Cl)cc2)[C@H]2C(=O)NC(=O)[C@H]2C1 | 13.6 | 2.3
CC(C)(C)c1ccc(CC(=O)N2CCC2(C)C(=O)O)cc1 (stereo not drawn) | 8.1 | 1.2
CCCCNC(=O)C1(C)CCCCN1C(=O)c1ccc(C)c(F)c1 (stereo not drawn) | 8.5 | -2.0
COc1ccccc1-c1ncn(Cc2cccc(-c3ccccc3)c2)c1-c1ccco1 | -33.3 | -7.2
COc1ccc(-c2oc3c(c2-c2cnc(OC)nc2)C(O)CC3)cc1 (stereo not drawn) | -366.1 | -53.4
COCCNC(=O)C1(C)CCCN(Cc2csc(-c3ccc(Cl)cc3)n2)C1 (stereo not drawn) | 9.3 | 0.1
CC1=C(C(=O)N(C(C)C)C(C)C)CC(CC(=O)NC2CCCCC2)C(=O)N1CCCN1CCCC1=O (stereo not drawn) | 21.4 | -1.2
CCc1nc2c(OCCOc3ccc(F)cc3)cccn2c1N(C)C(=O)CC(C)C | 11.1 | -5.0
O=C(Nc1ccc(F)c(Cl)c1)c1cc(C2CCCCN2C(=O)CCCc2ccccc2)on1 (stereo not drawn) | 21.0 | 1.3
CCCCC[C@@H](C)N1C[C@H](COCc2ccccc2)Oc2cc(N3CCC[C@@H]3COC)ccc2S1(=O)=O | -159.7 | -0.5
O=C(Nc1ccc(N2CCOCC2)cc1)c1cccc2c(-c3ccc(F)c(F)c3)coc12 | 18.5 | 0.5
CCc1nc2c(OCCn3cccc3)cccn2c1N(C)C(=O)c1ccc(C)cc1 | 20.8 | -2.9
CC1(C(=O)NCCc2c[nH]c3ccccc23)CCN1Cc1ccccc1OC(F)F (stereo not drawn) | 8.3 | -1.3
CC(C)(C)NC(=O)C(c1ccncc1)n1c(=O)c(-c2ccccc2)nc2ccccc21 (stereo not drawn) | -431.7 | -4.1
Cc1ccc2nc(-c3cccc(Cl)c3)c(Cc3ccccc3)n2c1 | -382.7 | 6.8
O=C1NC[C@H](CC2CCCCC2)N(CCc2cc(C(F)(F)F)cc(C(F)(F)F)c2)C1=O | 15.7 | -1.0
CC(O)(c1ccncc1)c1nc(-c2cccc(C(F)(F)F)c2)cs1 (stereo not drawn) | 10.6 | -1.4
CCC(c1nnnn1-c1c(C)cccc1C)N1CCCN(Cc2ccc(F)cc2)CC1 (stereo not drawn) | 18.1 | 1.7
O=[N+]([O-])c1ccc2[nH]ccc2c1 | 15.9 | 4.6
Cc1noc(C)c1C(=O)N1CCC1(C)C(=O)NS(=O)(=O)c1ccccc1Cl (stereo not drawn) | 20.0 | 2.8
C#Cc1ccc(NC(=O)C2(C)CCN2C(=O)C2(c3ccccc3)CC2)cc1 (stereo not drawn) | -11.9 | -0.9
Cc1cc(-c2cc(NC=O)c3ncc(-c4cccc(C(=O)NCCN(C)C)c4)n3c2)cc(C)c1O | -80.4 | -4.6
O=C1NCCN1CCNc1nc(NCc2ccccc2)nc2ccsc12 | -7.3 | 2.7
CC(C)Cc1ccc(CN2C(C)C(=O)N(Cc3cn(Cc4ccco4)nn3)CCS2(=O)=O)cc1 (stereo not drawn) | -3.9 | -15.0
CN[C@H]1C[C@@H](c2ccccc2)N(C(C)=O)C[C@H]1CO | 24.2 | 2.1
CCCCCCNc1ccc(C(=O)OCC)cc1 | -12.4 | -1.7
CC1(C(=O)NS(=O)(=O)c2ccc(C#N)cc2)CCN1C(=O)Cc1ccc(-c2ccccc2)cc1 (stereo not drawn) | -3.9 | 2.8
CC1(c2nnnn2Cc2ccccc2)CCC(=O)N1CCc1ccc(O)cc1 (stereo not drawn) | 20.3 | 0.9
CC(C)NC(=O)C1(C)CCN1Cc1ccc(Cl)cc1 (stereo not drawn) | 15.2 | 2.4
Cc1ccccc1S(=O)(=O)NC(=O)C1(C)CCN1C(=O)C1(c2ccc(Cl)cc2)CCC1 (stereo not drawn) | 12.0 | 2.0

3 compounds already listed, sorted by the number in SENP1 FRET inh, falling:
| SMILES | SENP1 FRET inh |
| --- | --- |
| O=C(Nc1ccc(F)c(Cl)c1)c1cc(C2CCCCN2C(=O)CCCc2ccccc2)on1 (stereo not drawn) | 1.3 |
| O=C(NCc1cccc(Cl)c1)c1ccc(-c2ccc(F)c(F)c2)c2ccoc12 | 0.6 |
| COc1ccc(-c2oc3c(c2-c2cnc(OC)nc2)C(O)CC3)cc1 (stereo not drawn) | -53.4 |

(cont.)
SMILES | SENP8 inh | SENP1 FRET inh
Cc1cccc(C)c1NC(=O)C1(C)CSCC(=O)N1CCCN1CCOCC1 (stereo not drawn) | 24.7 | 1.2
CCc1nc2ccc(C(=O)N3CCN(C(C)=O)CC3)cn2c1N(CCC(C)C)CCN(C)C | -13.2 | -49.0
CC(C)Cn1cc(-c2cncc3nccn23)cn1 | -478.3 | -70.3
CC(O)(c1cccc(F)c1)c1nc(-c2cnc3ccccc3c2)cs1 (stereo not drawn) | -30.8 | 2.1
CC(=O)NC(c1ccccc1)c1nc(-c2cncnc2)cs1 (stereo not drawn) | 9.5 | 1.2
COC(=O)c1ccc2nc(-c3cccc(Cl)c3)c(Cc3ccccc3OC)n2c1 | -312.8 | -5.4
CCNC(=O)C1(C)CCN(C(=O)C(c2ccccc2)c2ccccc2)C1 (stereo not drawn) | 14.3 | 0.7
COCCCN1C(=O)C(CC(=O)NCCCCc2ccccc2)CC(C(=O)N(C(C)C)C(C)C)=C1C (stereo not drawn) | 29.4 | -1.2
COc1ccc(C2CC=C(C(C)=O)CN2S(=O)(=O)c2ccc(C)cc2)cc1 (stereo not drawn) | 1.4 | -1.6
Cc1ccsc1C(=O)N1CCCC(C)(C(=O)NS(=O)(=O)C2CC2)C1 (stereo not drawn) | 20.1 | -0.8
Cc1cc(Br)cn2c(CC(C)(C)C)c(C3CCCCC3)nc12 | 18.0 | -0.7
COc1ccc(NC(=O)C2c3ccccc3OCC(=O)N2Cc2ccc3c(c2)OCO3)cc1 (stereo not drawn) | -1.5 | 1.3
CC(C)NC(=O)C1(C)CN(S(C)(=O)=O)CC(=O)N1Cc1cccc(C(F)(F)F)c1 (stereo not drawn) | 24.7 | -1.6
CC1(C(=O)NS(=O)(=O)Cc2ccccc2C(F)(F)F)CCN1C(=O)C/C=C/c1ccccc1 (stereo not drawn) | 4.0 | -4.7
CC(C)(C)NC(=O)C(c1ccnc2ccccc12)n1c(=O)c(-c2ccccc2)nc2ccccc21 (stereo not drawn) | -383.8 | -3.8
CCC(c1nnnn1-c1c(C)cccc1C)N1CCN(c2ccccn2)CC1 (stereo not drawn) | -8.0 | 1.4
O=C1NC[C@H](c2ccccc2)N(CCCCC2CCCCC2)C1=O | 11.2 | -1.0
CCCCOCCCNC(=O)C[C@@H]1C[C@@]2(C(=O)OCC)CCCC=C2N(CCc2ccc(OC)c(OC)c2)C1=O | 16.9 | 4.6
COC(=O)[C@@]12C[C@@H](CC(=O)NCCc3ccccc3OC)C(=O)N(Cc3ccc4c(c3)OCO4)C1=CCC(C)(C)C2 | 10.6 | -1.4
CCOC(=O)C1=CCN(S(=O)(=O)c2ccccc2Cl)C1c1ccc(C)cc1 (stereo not drawn) | 14.3 | 1.2
O=C1C(=Cc2ccc(Cl)cc2)Cc2ccccc21 | 23.9 | -0.4
Clc1ccc2nc(C3CCCCC3)c(CC3CCCCC3)n2c1 | 2.8 | -1.0
COc1ccc(NC(=O)C(c2ccc(C#N)cc2)n2c(=O)c(-c3cc4ccccc4[nH]3)nc3ccccc32)cc1 (stereo not drawn) | -416.3 | -15.5
CN(Cc1ccc(Cl)cc1)C(C(=O)NC1CCCCC1)c1ccnc2ccccc12 (stereo not drawn) | 16.2 | 2.8
COc1ccc(C(NC(=O)C2CCN(CCOc3ccc(Cl)cc3Cl)CC2)c2cccs2)cc1 (stereo not drawn) | 3.5 | -2.0
Cc1cccc(CN2[C@H](COCc3ccccc3)C=CS2(=O)=O)c1 | 9.6 | 1.5
COc1cc(CN2C[C@@H](CO)O[C@@H](n3cnc4c(NCC(C)C)ncnc43)C2)cc(OC)c1OC | 16.7 | 1.8
Cc1cc(-c2ccncc2)n2ncc(-c3ccccc3)c2n1 | 7.4 | 3.5
Cc1noc(C)c1C(=O)N1CCC1(C)C(=O)NS(=O)(=O)c1cccs1 (stereo not drawn) | 21.5 | 1.5
CC(C)n1nnnc1C1c2ccccc2C(=O)N1Cc1ccccc1 (stereo not drawn) | 17.7 | 1.0
COc1cc(C(O)c2nc(-c3cccc(C(C)C)c3)cs2)ccc1F (stereo not drawn) | 6.6 | 1.5
CC(C)n1c(=O)c2ccccc2n1S(C)(=O)=O | 12.7 | 0.8
CCOC(=O)C1CCCN(C(=O)c2c(-c3ccccc3)noc2C)CC1 (stereo not drawn) | 11.3 | 1.1
OC(c1ccc(F)cc1)c1nc(-c2cccs2)cs1 (stereo not drawn) | 11.4 | 1.6
COc1ccccc1CNc1nc(NCC2CC2)nc2ccsc12 | -39.3 | 1.6
CC1(C(=O)NCc2ccc(C(F)(F)F)cc2)CCN1Cc1cc2ccccc2o1 (stereo not drawn) | 6.6 | 0.9

Reformatted as labelled records: part of the list above.
COc1cc(C(O)c2nc(-c3cccc(C(C)C)c3)cs2)ccc1F (stereo not drawn)
  SENP8 inh: 6.6	SENP1 FRET inh: 1.5

CC(C)n1c(=O)c2ccccc2n1S(C)(=O)=O
  SENP8 inh: 12.7	SENP1 FRET inh: 0.8

CCOC(=O)C1CCCN(C(=O)c2c(-c3ccccc3)noc2C)CC1 (stereo not drawn)
  SENP8 inh: 11.3	SENP1 FRET inh: 1.1

OC(c1ccc(F)cc1)c1nc(-c2cccs2)cs1 (stereo not drawn)
  SENP8 inh: 11.4	SENP1 FRET inh: 1.6

High-throughput results: PubChem BioAssay, Sanford-Burnham Center for Chemical Genomics
